yeast bub3 – NCI yeast anticancer drug screen, S. cerevisiae bub3 mutant strain; % growth inhibition at 50 µM; 9.9% of 78,000 active; AID 167;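 note: 0% = growth of vehicle-only cultures of the same strain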
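Part of a panel of yeast mutants defective in DNA damage repair or cell cycle regulation. Each strain is grown with compound, and inhibition is calculated relative to solvent-treated cultures.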
sgs1 mgt1 – NCI yeast anticancer drug screen, S. cerevisiae sgs1 mgt1 strain; AID 161; 10% of 78,000 active; % growth inhibition at 50 µM;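 note: 0% = growth of vehicle-only cultures of the same strain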
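Read-out: growth inhibition vs vehicle controls. Cells: mutant yeast strain deficient in DNA damage repair.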
rad50 – NCI yeast anticancer drug screen, S. cerevisiae rad50 strain; growth inhibition, % at 50 µM; 10% of 79,000 active;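 note: 0% = growth of vehicle-only cultures of the same strain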
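Genetically altered yeast (DNA repair pathway); compound treatment; growth inhibition vs vehicle ctrl.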
yeast mlh1 rad18 – NCI yeast anticancer drug screen, S. cerevisiae mlh1 rad18 strain; growth inhibition, % at 50 µM; 11% of 79,000 active;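 note: 0% = growth of vehicle-only cultures of the same strain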
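Read-out is yeast growth inhibition, calculated against vehicle-only controls. The compound was applied to a strain engineered with DNA damage repair alterations.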
cln2 rad14 – NCI yeast anticancer drug screen, S. cerevisiae cln2 rad14 strain | growth inhibition, % at 50 µM | 8.3% of 78,000 active | AID 165;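 note: 0% = growth of vehicle-only cultures of the same strain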
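Yeast carrying cln2 and rad14 alterations (cell cycle control and DNA damage repair) were exposed to compounds. Growth inhibition was measured against vehicle-treated controls.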
yeast mec2-1 – NCI yeast anticancer drug screen, S. cerevisiae mec2-1 strain. growth inhibition, % at 50 µM. 9% of 79,000 active;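 note: 0% = growth of vehicle-only cultures of the same strain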
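Cells of the genetically defined mec2-1 yeast strain are incubated with test compound. Inhibition of growth is calculated against vehicle-treated controls.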
An asterisk follows results filed as active; / = not tested or not shown; & = joins results of further samples. Cut-off read from the data, not from the text of the source: active = growth inhibition above about 70%; inactive = the rest. Rows were taken by chance. About 14% of those tested had a hit in this group.

Fields: yeast bub3	yeast mlh1 rad18	sgs1 mgt1	yeast mec2-1	cln2 rad14	rad50
1: COc1cc2cc3c4cc(OC)c(OC)cc4cc[n+]3c(CCC(=O)O)c2cc1OC (tested in a mixture with another compound)
    9.3	-0.1	-8.2	-2.8	-4.0	10.4
2: CC1C/C(=C\c2ccc(O)c(O)c2)C(=O)/C(=C/c2ccc(O)c(O)c2)C1 (stereo not given)
    19.9	21.6	47.5	32.3	41.0	52.4
3: Nc1ccc(S(=O)(=O)NCc2nccs2)cc1
    31.7	70.5*	28.4	50.0	47.4	17.9
4: COC(=O)C1(NC(=O)C(C)NC(=O)C(CCCCN)NC(=O)C(CC(C)C)NC(C)=O)CCCC1 (stereo not given)
    -7.8	8.1	13.8	4.7	-6.2	3.1
5: COC(=O)N/N=C(/c1nc2ccc([N+](=O)[O-])cc2[nH]c1=O)C(O)c1ccc(OC)c(OC)c1 (stereo not given)
    26.5	6.2	-3.0	0.3	17.7	-3.3
6: COc1ccc2c(O)c(S(=O)(=O)c3ccc(Cl)cc3)c(=O)oc2c1
    10.1	0.6	15.6	21.8	10.1	5.3
7: O=C(/C=C/c1ccccc1)NN1CCOCC1
    6.5	-3.0	24.1	3.2	-34.5	13.5
8: CC1(C)CNCC(C)(OCc2ccccc2)C(=O)NC(C)(C)CNCC(C)(OCc2ccccc2)C(=O)N1 (stereo not given)
    -68.2	-10.4	-20.9	-3.4	31.5	-1.9
9: N#Cc1cccc(NC(=O)c2ccc(C(=O)O)c(C(=O)c3ccc(C(=O)O)c(C(=O)Nc4cccc(C#N)c4)c3)c2)c1
    2.0	-20.8	-19.0	-9.7	8.3	-18.6
10: CNC(=O)Nc1ccc(OC)cc1OC
    3.2	-18.6	-8.3	-6.2	-66.5	3.0
11: CC(=O)Oc1ccc(C2CC(=O)N(CCN(C)C)C2=O)cc1 (stereo not given)
    14.2	-2.1	-0.5	30.2	-6.3	0.2
12: COC(=O)/C(C#N)=C/c1cccnc1
    -5.5	-15.7	6.0	-7.7	-61.1	-10.1
13: CCCCCc1cc(C(=O)NN)c2ccccc2n1
    33.1	-12.8	-12.6	-25.0	-15.8	-29.7
14: NC(=O)C(CCCCNc1c(C(=O)O)cc([N+](=O)[O-])cc1[N+](=O)[O-])NC(=O)c1ccccc1 (stereo not given)
    -2.0	28.8	-19.1	-6.0	-8.0	14.4
15: O=S(O)CCCSSSCCCS(=O)O
    20.0	38.6	45.5	20.9	37.0	26.1
16: FC(F)(F)c1ccccc1C1SCc2nc3ccccc3n21 (stereo not given)
    -17.8	-16.4	-12.9	-13.3	-31.9	-31.5
17: Nc1ncnc2c1S(=O)(=O)NCN2
    -3.1	-11.7	0.5	-15.8	-17.3	5.0
18: CC12CCC(C3(C)CCC4CC3(O)C4)C(CO)C1CCC2=O (stereo not given)
    -34.1	13.7	-7.5	-3.6	-13.4	8.2
19: CCOC(=O)Nc1nc2ccn(C)c2s1
    4.6	-8.0	2.1	-6.9	-6.4	6.3
20: N#CC(C#N)=CNC(=S)Nc1ccc(S(=O)(=O)Nc2nccs2)cc1
    -3.0	-3.6	-13.4	-35.8	4.8	-24.7
21: CC(C)CCn1c(=O)c2c(ncn2C)n(C)c1=O
    -0.5	13.2	22.9	20.3	10.2	21.9
22: CC(=O)OCC1OC(OCC[N+](C)(C)C)C(OC(C)=O)C(OC(C)=O)C1OC(C)=O (stereo not given)
    -7.3	15.3	-15.6	14.9	-2.4	-1.6
23: CN(C)CC/C=C1\c2ccccc2CCSc2ccccc21
    22.2	63.0	27.4	21.7	29.6	18.4
24: COc1ccc(/C=C2\N=C(c3ccc([N+](=O)[O-])cc3)OC2=O)cc1Br
    -1.9	29.4	27.5	21.6	23.4	29.9
25: O=c1[nH][nH]c(=O)c2cc([N+](=O)[O-])ccc12
    -15.0	18.1	1.7	11.6	-67.7	32.9
26: CN1CCCC1CCN (stereo not given)
    3.9	6.2	-13.8	-10.8	-1.0	0.1
27: CN(C)C1CS(=O)(=O)OC2=C1COCC2 (stereo not given)
    15.8	2.5	-0.7	9.8	-3.8	-16.4
28: CNC(=O)OCc1c(COC(=O)NC)c(C)n(-c2ccc(F)cc2)c1C
    50.3	-12.2	4.5	14.8	0.5	30.1
29: Cc1c2c(c(C)c3ccncc13)S(=O)(=O)c1ccccc1-2
    55.0	79.9*	55.3	36.2	28.9	94.3*
30: O=c1ccn(C2OC(COC(c3ccccc3)(c3ccccc3)c3ccccc3)C(O)C2O)c(=O)[nH]1 (stereo not given)
    91.8*	90.3*	93.3*	92.9*	92.4*	90.8*
31: CN(C)C1CCc2ccc3ccccc3c2C1OC(=O)c1ccccc1 (stereo not given)
    0.1	35.0	34.0	5.8	-1.1	18.9
32: Nc1nc(=O)n(C2CC(O)C(CO)O2)cc1I (stereo not given)
    -0.8	11.2	7.5	1.0	-17.2	-43.3
33: NC(CS(N)(=O)=O)C(=O)O (stereo not given)
    -3.2	2.8	-1.1	-3.8	-51.5	-6.3
34: CC(=O)OC1COC(N2CCc3ccccc32)C(OC(C)=O)C1OC(C)=O (stereo not given)
    -17.9&-27.7	-33.2&-25.2	-34.4&-33.0	-28.0&-3.0	-2.5&-6.8	-19.0&-16.2
35: Cn1c(=S)c2[nH]c(=S)[nH]c2n(C)c1=O
    96.7*	97.2*	96.7*	96.7*	80.3*	97.2*
36: COC(=O)C(Cc1c[nH]c2ccccc12)NC(=O)C(Cc1c[nH]c2ccccc12)NC(=O)C(Cc1c[nH]c2ccccc12)NC(=O)C(Cc1c[nH]c2ccccc12)NC(=O)OC(C)(C)C (stereo not given)
    4.7	6.2	-2.0	-4.7	23.4	3.4
37: CCCCCCCCCCN1Cc2ccccc2C1
    98.0*	99.3*	99.0*	97.9*	97.5*	99.0*
38: CCCCn1cnc2c(SCc3ccc(F)cc3)nc(N)nc21
    90.1*	66.9	39.1	46.6	44.8	46.3
39: CCCCCCNC(C)=O
    -5.5	-0.6	11.9	5.7	5.7	13.6
40: O=C(CCc1nnc2s/c(=C\c3ccc4c(c3)OCO4)c(=O)n12)Nc1cc(Cl)ccc1Cl
    1.8	-19.9	-19.1	-12.4	-4.0	-39.2
41: COc1cc(C(=O)NOCc2cccc(C(F)(F)F)c2)cc(OC)c1OC
    2.5	6.2	15.9	-11.2	-14.8	39.8
42: CC1CCC(C(C)C)C2(C1)OC(CCl)CS2 (stereo not given)
    26.9	1.9	7.8	14.7	-18.1	-0.3
43: COC(=O)c1cccc(C(=O)CC(=O)c2ccccc2)c1
    11.2	11.6	8.1	12.7	12.3	18.6
44: NS(=O)(=O)c1ccc(NC(=O)C(=O)C(O)C(O)C(O)CO)cc1 (stereo not given)
    -26.4	-39.7	-45.1	-46.8	-49.7	-8.1
45: c1ccc(N2C3Sc4ncccc4C2Sc2ncccc23)cc1
    -1.1	7.8	16.6	2.8	6.1	-20.4
46: CC(=O)CCCC(CC(C)O)[Si](C)(C)C (stereo not given)
    -8.4	-23.6	-1.1	-19.4	-14.2	-43.6
47: O=C(Nc1ccccc1)c1ccc([N+](=O)[O-])o1
    91.4*	98.5*	98.6*	95.7*	80.2*	96.3*
48: Cc1c(COC(=O)NC(C)C)c(COC(=O)NC(C)C)c2n1CSC2
    -14.2	-3.9	-5.7	-6.7	11.8	-8.8
49: CC(=O)Nc1ccc(OC(=O)Nc2ccc(Cl)cc2[N+](=O)[O-])cc1
    46.5	9.6	35.1	25.6	7.5	5.0
50: Cc1ccccc1NC(=O)CSC#N
    -12.6	8.8	1.7	7.3	20.1	10.2

One compound at a time (already shown). Values in the order: yeast bub3	yeast mlh1 rad18	sgs1 mgt1	yeast mec2-1	cln2 rad14	rad50
Entry for COc1cc(C(=O)NOCc2cccc(C(F)(F)F)c2)cc(OC)c1OC → 2.5	6.2	15.9	-11.2	-14.8	39.8
Entry for CC(=O)CCCC(CC(C)O)[Si](C)(C)C (stereo not given) → -8.4	-23.6	-1.1	-19.4	-14.2	-43.6
Entry for c1ccc(N2C3Sc4ncccc4C2Sc2ncccc23)cc1 → -1.1	7.8	16.6	2.8	6.1	-20.4
Entry for Cc1c(COC(=O)NC(C)C)c(COC(=O)NC(C)C)c2n1CSC2 → -14.2	-3.9	-5.7	-6.7	11.8	-8.8
Entry for Cc1ccccc1NC(=O)CSC#N → -12.6	8.8	1.7	7.3	20.1	10.2

Returning to the listing, repeating the 2 entries before the break.
Fields: yeast bub3	yeast mlh1 rad18	sgs1 mgt1	yeast mec2-1	cln2 rad14	rad50
49: CC(=O)Nc1ccc(OC(=O)Nc2ccc(Cl)cc2[N+](=O)[O-])cc1
    46.5	9.6	35.1	25.6	7.5	5.0
50: Cc1ccccc1NC(=O)CSC#N
    -12.6	8.8	1.7	7.3	20.1	10.2
51: O=C(O)c1ccc(S(=O)(=O)O)cc1
    18.5	12.5	0.5	11.8	-12.4	8.6
52: O=c1cc(Nc2ccc3ccccc3c2)[nH]c(=O)[nH]1
    13.8	1.6	15.6	-17.5	-6.1	-3.5
53: CC1(C=O)CCCC2(C)[C@@H]1CCC13CC(CC[C@H]12)C(C(=O)O)C3 (stereo not given in full)
    26.8	16.7	22.6	30.6	14.3	28.9
54: CCN(CC)Cc1cc(Nc2cc(OC)cc3cccnc23)ccc1O
    3.9	23.4	51.6	-15.7	-24.1	48.0
55: O=C(CC(=O)CC(O)(C(F)(F)F)C(F)(F)F)CC(O)(C(F)(F)F)C(F)(F)F
    55.9	78.2*	79.8*	65.1	59.0	73.1*
56: O=C(C[n+]1ccncc1)c1ccc2c(c1)CCCC2
    46.1	20.5	14.7	10.8	-6.0	-8.7
57: O=C([O-])c1ccccc1[I+]c1ccc(C2CCCCC2)cc1
    71.8*	89.9*	89.8*	79.6*	73.2*	85.2*
58: O=C(c1ccccc1)C1C(c2ccccc2)SC(c2ccccc2)CC1(O)c1ccccc1 (stereo not given)
    -3.5	13.3	11.5	1.8	16.9	24.1
59: CCOC(=O)C(Cc1ccc([N+](=O)[O-])cc1)(Cc1ccc([N+](=O)[O-])cc1)C(=O)OCC
    -25.6	-17.2	-15.3	-0.8	-8.9	-8.9
60: O=C(/C=N/O)Nc1cc(Cl)ccc1Cl
    /	17.3	/	15.4	/	17.6

Among those listed so far, 4 have a cyano group.
Fields: yeast bub3	yeast mlh1 rad18	sgs1 mgt1	yeast mec2-1	cln2 rad14	rad50
9: N#Cc1cccc(NC(=O)c2ccc(C(=O)O)c(C(=O)c3ccc(C(=O)O)c(C(=O)Nc4cccc(C#N)c4)c3)c2)c1
    2.0	-20.8	-19.0	-9.7	8.3	-18.6
12: COC(=O)/C(C#N)=C/c1cccnc1
    -5.5	-15.7	6.0	-7.7	-61.1	-10.1
20: N#CC(C#N)=CNC(=S)Nc1ccc(S(=O)(=O)Nc2nccs2)cc1
    -3.0	-3.6	-13.4	-35.8	4.8	-24.7
50: Cc1ccccc1NC(=O)CSC#N
    -12.6	8.8	1.7	7.3	20.1	10.2

The results go on:
Fields: yeast bub3	yeast mlh1 rad18	sgs1 mgt1	yeast mec2-1	cln2 rad14	rad50
61: O=c1[nH]c(Nc2nc3ccccc3[nH]2)nc2c1CCC2
    4.2	2.7	-20.1	-5.2	-0.3	-10.0
62: Cc1ccc2cccnc2c1
    2.9	5.0	-0.9	-4.6	11.2	21.9
63: Nc1c(S(=O)(=O)O)ccc2c1C(=O)c1ccccc1C2=O
    49.1	16.4	34.0	24.2	6.5	27.9
64: CCCCCCSc1nc(COC(=O)NC)c(COC(=O)NC)n1C
    44.2	98.3*	19.9	98.3*	72.8*	49.6
65: CN1CCN(S(=O)(=O)Cc2ccccc2)CC1
    -3.5	-5.0	0.7	12.1	-7.0	32.1
66: Cc1cccc(C2(O)CCCCC2)c1
    -29.9	-15.4	-28.5	-62.4	16.5	-48.0
67: CCCC(=O)OCC(O)CO (stereo not given)
    4.1	18.6	1.3	1.5	18.5	12.2
68: ClCC1COC(c2ccc(Cl)cc2)O1 (stereo not given)
    -4.2	-0.7	0.3	0.1	-31.1	14.6
69: Cc1cc(C)c(CCl)c(C)c1CCl
    5.8	10.2	-9.1	2.0	-57.5	0.9
70: C(=C1CCCCC1)c1ccccn1
    -18.8	-24.9	-10.7	24.9	-23.3	-9.2
71: COc1c(OC)c(C2(O)C(=O)N(C)c3ccccc32)c(OC)c(OC)c1C1(O)C(=O)N(C)c2ccccc21 (stereo not given)
    4.8	7.2	-4.9	3.9	-0.1	7.2
72: O=C(N/N=C/C=C/c1ccccc1)c1ccccc1O
    43.4	29.6	56.2	43.0	-31.7	-1.8

Screening data deposited in PubChem BioAssay by NCI.
